TCR-CD3 inh = inhibitors of human TCR-CD3 interaction, primary screen, biochemical, fluorescence, TAMRA-labeled TCR probe | actives 0.37% (n = 360,000) | inhibition, % at 9.4 µM | AID 651800, 2012; in the data active means inhibition above about 19%;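 further: recombinant mutant TCR 2C K166C tagged with TAMRA read by polarization; 0% = receptor in buffer alone and 100% = receptor with positive control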
PRMT1 FP inh = PRMT1 methyltransferase inhibitors, primary screen, biochemical, fluorescence polarization | Protein arginine N-methyltransferase 1 (Homo sapiens), Q99873 | recombinant PRMT1, activity-based probe fluorescence polarization | inhibition, % at 2.79 µM | actives 1.3% (n = 370,000) | AID 652257, 2013;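 active means inhibition above about 21% made by adding two undisclosed values, limit read from the data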
SIAE inh = human SIAE inhibitors, primary screen, biochemical, fluorescence polarization, FP-Rh probe, 1536-well HTS. actives 0.69% (n = 370,000). SIAE FP-Rh probe binding. Sialate O-acetylesterase (Homo sapiens), Q9HAT2. inhibition, % at 9.66 µM;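 active means inhibition above a cutoff: mean of compounds within the control limits plus 3 SD of those, cut at about 17% in these data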;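 further: 0% = plate median of compound wells and 100% = probe without SIAE protein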
Target sequence (Q9HAT2 whole entry, looked up): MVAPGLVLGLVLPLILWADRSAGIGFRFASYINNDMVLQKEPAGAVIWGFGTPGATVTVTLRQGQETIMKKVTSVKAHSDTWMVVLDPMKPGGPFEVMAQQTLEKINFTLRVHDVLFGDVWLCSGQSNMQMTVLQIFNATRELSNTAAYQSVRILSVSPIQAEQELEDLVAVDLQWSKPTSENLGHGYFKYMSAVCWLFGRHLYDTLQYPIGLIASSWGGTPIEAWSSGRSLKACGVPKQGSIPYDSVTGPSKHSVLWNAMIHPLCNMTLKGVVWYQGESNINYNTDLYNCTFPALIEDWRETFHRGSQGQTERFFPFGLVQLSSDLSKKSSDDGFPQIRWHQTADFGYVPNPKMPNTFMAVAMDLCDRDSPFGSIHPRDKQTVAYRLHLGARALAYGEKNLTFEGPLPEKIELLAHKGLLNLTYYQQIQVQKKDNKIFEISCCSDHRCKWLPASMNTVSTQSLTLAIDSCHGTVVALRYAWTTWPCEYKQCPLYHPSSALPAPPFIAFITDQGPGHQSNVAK
KLK7 zymogen act = proKLK7 zymogen activators, primary screen, biochemical, fluorescence intensity; activation, % at 7 µM; purified proKLK7, EDANS-DABCYL substrate fluorescence; 100% is mature enzyme control, 0% vehicle; actives 0.9% (n = 370,000); Kallikrein-7 (Homo sapiens), P49862;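 active means activation above the mean of all tested compounds plus 3 SD, computed per campaign excluding outliers beyond control limits, cut at about 13% in these data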
UHRF1 binding = UHRF1 methylated DNA binding inhibitors, primary screen, counter-screen for MBD2 inhibitor project, biochemical, TR-FRET, human UHRF1, single concentration; E3 ubiquitin-protein ligase UHRF1 (Homo sapiens), Q96T88; inhibition, % at 4.4 µM; AID 687016, 2013; actives 0.75% (n = 370,000); UHRF1 binding to methylated oligo; in the data active means inhibition above about 21%;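 further: UHRF1 SRA domain binding a hemimethylated CpG hairpin DNA probe; 0% = median of test compound wells and 100% = reference inhibitor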
MBD2 DNA inh = inhibitors of MBD2 binding to methylated DNA, primary screen, biochemical, TR-FRET, DNA-binding domain, human | Methyl-CpG-binding domain protein 2 (Homo sapiens), Q9UBB5 | MBD2 binding to methylated oligonucleotide | inhibition, % at 4.4 µM | actives 0.31% (n = 370,000); in the data active means inhibition above about 13%
DDE Tn7 FP inh = inhibitors of Tn7 peptide binding to fibrin DD(E), primary screen, biochemical, fluorescence polarization, human fibrin, Tn7 probe. Fibrinogen beta chain (Homo sapiens), P02675. FP displacement of FITC-Tn7 peptide from fibrin DD(E); 0% = median of compound wells per plate. inhibition, % at 8.3 µM. actives 0.13% (n = 370,000). AID 720508, 2013;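 active means inhibition above the mean of compounds falling within the control limits plus 3 SD of them, cut at about 14% in these data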;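 further: 0% = plate median of compound wells and 100% = 10 µM Aha-Tn7 peptide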
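Test system – human fibrin DD(E) · Times – 10 min preincubation, 3 h with tracer, room temperature · Detection – fluorescence polarization of the labelled Tn7 tracer · Measure – percent inhibition normalized to high-control wells · Benchmarks – high control wells with 10 µM unlabelled Aha-Tn7 peptide (full inhibition) · Repeats – singlicate testing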
Tn6 DDE FP = inhibitors of Tn6 peptide binding to fibrin DD(E), primary screen, biochemical, fluorescence polarization, human fibrin, Tn6 probe | inhibition, % at 8.3 µM | Fibrin DD(E) TRITC-Tn6 fluorescence polarization displacement | actives 0.21% (n = 370,000) | AID 720509, 2013 | Fibrinogen beta chain (Homo sapiens), P02675;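 active means inhibition above a per-campaign cutoff: mean of compounds within control limits plus 3 SD, cut at about 15% in these data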;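 further: 0% = median of all compound wells on the plate and 100% = blocking peptide control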
TDP2 absorb = human TDP2 enzyme inhibitors, primary screen, biochemical, epi absorbance, recombinant enzyme; T5PNP hydrolysis, p-nitrophenol absorbance 415 nm; inhibition, % at 12.8 µM; actives 0.34% (n = 370,000);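 active means inhibition above the mean of all tested compounds plus 3 SD, set per campaign, cut at about 25% in these data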;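 further: 0% = DMSO with enzyme and 100% = buffer with substrate but no TDP2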
Target sequence (O95551 whole entry, looked up): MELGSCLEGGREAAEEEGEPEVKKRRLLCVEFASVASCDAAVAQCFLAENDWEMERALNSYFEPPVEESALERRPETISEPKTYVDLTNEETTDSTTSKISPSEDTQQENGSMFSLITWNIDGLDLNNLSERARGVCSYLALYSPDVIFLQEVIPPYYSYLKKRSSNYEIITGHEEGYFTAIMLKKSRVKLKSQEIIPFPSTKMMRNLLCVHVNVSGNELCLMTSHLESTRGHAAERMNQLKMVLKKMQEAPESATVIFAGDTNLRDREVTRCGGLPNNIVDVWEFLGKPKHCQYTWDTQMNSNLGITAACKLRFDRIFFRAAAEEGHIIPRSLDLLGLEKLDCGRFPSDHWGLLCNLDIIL
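System: recombinant human TDP2 / Amount: 120 nM TDP2 per well / Also added: 5 mM T5PNP chromogenic substrate / Doses: 12.8 µM single point, 1% DMSO / Incubation: 2 h at 37 °C / Detection: p-Nitrophenol epi absorbance / Evaluation: % inhibition relative to enzyme-containing and enzyme-free wells / Repeats: singlicate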
LEDGF integ inh = blockers of LEDGF/p75-dependent integrase strand transfer – biochemical, TR-FRET, high throughput, primary screen. HIV-1 integrase (with human LEDGF/p75). TR-FRET IN-LEDGF/p75 DNA integration, Eu/Cy5. inhibition, % at 3.7 µM. actives 0.64% (n = 370,000). AID 743269, 2014;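 active means inhibition above the screen-wide mean plus 3 SD, cut at about 13% in these data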;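 further: signal is the Cy5 over europium emission ratio at 671 and 618 nm; 0% = plate median of compound wells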
The depositor's hits bear a star; nt = no result given.

SMILES | TCR-CD3 inh | PRMT1 FP inh | SIAE inh | KLK7 zymogen act | UHRF1 binding | MBD2 DNA inh | DDE Tn7 FP inh | Tn6 DDE FP | TDP2 absorb | LEDGF integ inh
Cc1ccc(NC(=O)C(C)SCc2ccccc2)cc1 (centres undefined) | 2 | 2 | -2 | 0.1 | -1 | 3 | 4 | -2 | 12 | -2
COc1cc(/C=N\Nc2nc(-c3cccs3)c(NC(C)=O)s2)ccc1O | 4 | 6 | 18* | -0.5 | -5 | -4 | -3 | 11 | 11 | 1
COc1cc(C(=O)Nc2ccc(S(=O)(=O)Nc3cnc4ccccc4n3)cc2)cc(OC)c1OC | -3 | 3 | -12 | 0.6 | 4 | 2 | -2 | -6 | 5 | 1
O=C(Nc1c(Cl)cc(Cl)cc1C(=O)NCc1cccnc1)c1ccc(Cl)cc1Cl | 6 | -2 | 0 | -0.2 | 1 | 2 | -1 | -1 | 7 | -1
CCOc1cccc(CNCCSc2nnnn2C)c1 | 4 | -4 | 6 | -0.1 | -2 | -7 | 6 | 4 | 15 | 2
O=C(NCC1CCCO1)c1nnc(Cc2ccc(F)cc2)o1 (centres undefined) | -2 | -4 | 18* | 0.0 | -1 | -8 | 4 | -1 | -2 | 8
CCOC(=O)CNC(=O)N1CCCC(C(=O)c2ccccc2SC)C1 (centres undefined) | 5 | 0 | 5 | -0.2 | 4 | -4 | -2 | 1 | -3 | 0
O=NN(C(=O)NC1CCC(C(=O)O)CC1)C1CCC(C(=O)O)CC1 (centres undefined) | 1 | 1 | -5 | -0.4 | 1 | 1 | -12 | -9 | 3 | 5
COc1cccc(-c2nc(C(N)=O)c3[nH]c(=O)n(-c4cccc(Cl)c4)c3n2)c1OC | 9 | 2 | -7 | 0.2 | -3 | 2 | 8 | -1 | 1 | 0
CC1CCCCN1C(=O)N[C@@H](Cc1ccccc1)C(=O)O (some centres undefined) | -2 | -1 | 10 | -0.1 | -3 | -3 | -2 | -3 | 14 | 1
CCOc1ccc(Oc2ccc(NC(=O)[C@@H](NC(N)=O)[C@@H](C)CC)cc2)cc1 | 2 | 2 | 0 | 0.2 | -2 | -3 | 0 | 3 | 9 | -2
O=C(Cc1cn2ccsc2n1)Nc1ccccn1 | -1 | 1 | -5 | 0.6 | 2 | 3 | -6 | 2 | 10 | -1
COc1ccc(C(=O)NCc2ccc3c(c2)OCO3)cc1 | 2 | -3 | 1 | 0.3 | -1 | -3 | 7 | 5 | -4 | 1
COc1cc(C(=O)NNC(=O)c2cccc(Cl)c2)ccc1OCC(=O)N1CCOCC1 | 3 | 1 | 1 | -0.1 | -2 | -1 | -3 | 0 | 6 | 0
COc1cccc(NS(=O)(=O)c2ccc(-c3coc(C)n3)cc2)c1 | 7 | -1 | -5 | -0.1 | 0 | 8 | -9 | 2 | -6 | 4
O=C(COC(=O)CNC(=O)c1ccccc1Cl)Nc1ccccc1Cl | 1 | 3 | 0 | -0.9 | 2 | 5 | 3 | -5 | -10 | -2
CCCCNC(=O)CN1C(=O)c2cccc(N)c2C1=O | 4 | 11 | 0 | -30 | -1 | -5 | -1 | -8 | -3 | 1
O=C(NCC1CCCO1)c1ccc(Br)o1 (centres undefined) | 1 | 7 | -1 | -0.2 | 5 | -1 | -4 | -10 | -9 | -3
O=C(CSc1nccn(-c2ccc(Br)cc2)c1=O)NC1CCCC1 | -7 | 6 | -8 | 1.1 | 2 | 2 | -4 | 1 | -2 | 2
O=C(CN1CCC(NC(=O)c2ccccc2Cl)CC1)NCc1ccccc1 | -6 | 1 | 2 | -0.7 | -1 | -6 | 2 | -7 | 1 | -1
COCCC(=O)N1CCC(Oc2ccc(C(=O)N3CCC[C@H]3CO)cc2)CC1 | 0 | 2 | -3 | -0.4 | 5 | -2 | 1 | -2 | -6 | -10
O=C(CSc1nc2ccccc2nc1N1CCOCC1)N1CCN(S(=O)(=O)c2cccc([N+](=O)[O-])c2)CC1 | nt | -2 | -4 | 0.3 | -2 | 1 | -3 | 0 | -3 | -1
CC(C)(C)c1ccc(C(=O)c2cn[nH]c2-c2ccccc2O)cc1 | 4 | -3 | -3 | 0.3 | 2 | 2 | -1 | 6 | 3 | -2
COc1ccc(NCC(=O)N/N=C/c2c(C)nn(Cc3ccccc3)c2Cl)cc1 | 2 | 0 | 3 | -0.6 | -2 | -3 | 4 | -5 | 9 | 2
O=C(CC(=O)c1ccncc1)c1ccccc1 | 3 | 0 | -1 | -0.3 | 0 | -3 | 1 | -4 | -5 | -2
C=CCNC(=O)NC(=O)CSc1nnc(C(F)(F)F)n1C | -1 | 2 | -7 | 0.6 | -2 | -5 | 3 | 5 | 3 | 1
N/C(=N\OC(=O)CCCCCN1C(=O)c2ccccc2C1=O)c1ccccn1 | 0 | 1 | -2 | -0.1 | -3 | 6 | -3 | -2 | 11 | -1
Cc1ccc(C(=O)Nc2cccnc2)cc1S(=O)(=O)N1CCOCC1 | -2 | 0 | -3 | 0.1 | -1 | -2 | 0 | 3 | 4 | 0
COc1cc(C)c(S(=O)(=O)n2ccc(C)n2)cc1C | 3 | 2 | 2 | 0.6 | 5 | 1 | -1 | -9 | -6 | 6
CN1C(C(=O)NCc2ccc(OC(F)(F)F)cc2)CC2Cn3c(nc4cc(Cl)c(Cl)cc43)C21 (centres undefined) | -3 | 0 | -6 | -0.5 | 0 | 0 | -3 | 4 | -5 | -2
CC(=O)Nc1ccc(NC(=O)C/C(C)=N/NC(=O)COc2cc(C)c(Br)cc2Br)cc1 | -3 | 3 | 7 | 1.2 | -1 | 1 | 2 | -7 | -2 | -2
CN1CCN(c2ccccc2NC(=O)COc2ccccc2)CC1 | -4 | 1 | 0 | 0.2 | 2 | 0 | 2 | -1 | 0 | 0
Cc1ccc(S(=O)(=O)N/N=C/c2cccc(OC3CSC3)c2)cc1 | -2 | 0 | 0 | 0.1 | 4 | -2 | -8 | 3 | -2 | 1
COc1cc(NC(=O)c2[nH]c(C)c(C(C)=O)c2C)cc(OC)c1OC | -3 | -3 | 2 | 0.6 | 3 | -3 | -4 | -1 | -8 | 4
Cc1ccc(NC(=O)CN(C)C(=O)CSc2nc3ccccc3c(=O)n2Cc2ccco2)cc1 | -6 | 12 | -7 | 0.8 | 1 | 0 | -6 | -4 | 0 | -2
COCC(=O)N1CCC(Oc2ccc(C(=O)N3C[C@@H](C)O[C@@H](C)C3)cc2)CC1 | 1 | 3 | 6 | -0.7 | 1 | 2 | -6 | 3 | 0 | 1
Cn1c(SCCOc2ccc(F)cc2)nnc1-c1ccncc1 | -4 | 1 | 3 | -0.4 | 6 | 6 | -1 | -2 | 4 | -2
Cc1ccc(S(=O)(=O)Nc2ccccn2)cc1[N+](=O)[O-] | -2 | 6 | -4 | 0.6 | 4 | 8 | 2 | -3 | -14 | -5
C[C@H]1CN([C@@H](C)CO)C(=O)c2cccc(NC(=O)c3cnccn3)c2O[C@@H]1CN(C)C(=O)Nc1ccc2c(c1)OCO2 | -4 | -2 | 3 | 0.1 | -3 | -6 | 6 | 1 | 4 | -2
N#Cc1cccc(C2CC(OCCF)=CC(=O)O2)c1 (centres undefined) | 2 | -5 | -12 | -0.3 | 3 | -1 | 2 | -2 | -12 | 2
O=C(O)c1ccccc1N(c1ccccc1)c1ccccc1 | 6 | -2 | 5 | -0.4 | 19 | 1 | -7 | 1 | 1 | 5
COc1ccc(CN=C2NC(=O)CC(C(=O)Nc3ccc([N+](=O)[O-])cc3C)S2)cc1 (centres undefined) | 3 | 1 | 2 | -0.2 | 0 | -1 | 1 | 1 | 10 | -4
CC1=NN(C(=O)COc2ccc(C)c(C)c2)C(O)(c2ccc(Cl)cc2)C1 (centres undefined) | 4 | -1 | -6 | 0.2 | -3 | -1 | 5 | -3 | -6 | -2
Cc1ccc(S(=O)(=O)N(C)C)cc1NC(=O)COC(=O)c1ccc2ccccc2n1 | -7 | 1 | -11 | -0.2 | 4 | -6 | -5 | 0 | -22 | 0
CCOC(=O)N1CCN(CC(=O)Nc2cc(OCC)ccc2OCC)CC1 | 0 | 2 | 13 | -0.2 | 1 | -1 | 5 | 9 | -3 | 2

Shown as a markdown table: part of the list above
| structure | TCR-CD3 inh | PRMT1 FP inh | SIAE inh | KLK7 zymogen act | UHRF1 binding | MBD2 DNA inh | DDE Tn7 FP inh | Tn6 DDE FP | TDP2 absorb | LEDGF integ inh |
| --- | --- | --- | --- | --- | --- | --- | --- | --- | --- | --- |
| COc1ccc(NCC(=O)N/N=C/c2c(C)nn(Cc3ccccc3)c2Cl)cc1 | 2 | 0 | 3 | -0.6 | -2 | -3 | 4 | -5 | 9 | 2 |
| O=C(CC(=O)c1ccncc1)c1ccccc1 | 3 | 0 | -1 | -0.3 | 0 | -3 | 1 | -4 | -5 | -2 |
| C=CCNC(=O)NC(=O)CSc1nnc(C(F)(F)F)n1C | -1 | 2 | -7 | 0.6 | -2 | -5 | 3 | 5 | 3 | 1 |
| N/C(=N\OC(=O)CCCCCN1C(=O)c2ccccc2C1=O)c1ccccn1 | 0 | 1 | -2 | -0.1 | -3 | 6 | -3 | -2 | 11 | -1 |

Additional results:
SMILES | TCR-CD3 inh | PRMT1 FP inh | SIAE inh | KLK7 zymogen act | UHRF1 binding | MBD2 DNA inh | DDE Tn7 FP inh | Tn6 DDE FP | TDP2 absorb | LEDGF integ inh
CCN(C(C)=O)c1nc(CSc2nnc(NC(C)C)s2)cs1 | -3 | 0 | 3 | -0.4 | -1 | 0 | -9 | 2 | -4 | 1
Cc1ccc(S(=O)(=O)N(CC(=O)N/N=C/c2cccc3c2OCCO3)c2ccccc2F)cc1 | 2 | 1 | -17 | -4.2 | 2 | 4 | 10 | -8 | 3 | -3
c1ccc(-c2ccn3nnnc3n2)cc1 | -1 | -1 | 10 | 0.9 | -1 | 1 | -4 | -4 | 8 | 2
CCCN(CC1CC1)C(=S)Nc1ccc(C(C)=O)cc1 | -5 | 1 | 2 | 1.4 | 1 | 3 | 2 | 5 | 0 | -4
COc1ccc(C2c3ccc4ccccc4c3Oc3ncn(CCCO)c(=N)c32)cc1OC (centres undefined) | -2 | 0 | -4 | -0.1 | -3 | -3 | 0 | 5 | -13 | 1
CCOC(=O)Cc1csc(SCc2nc3ccccc3c(=O)[nH]2)n1 | 1 | 0 | 1 | -0.9 | -5 | -5 | -8 | 4 | 3 | 1
Cn1cc[n+](C)c1COc1ccc(C=O)cc1 | -6 | 1 | -1 | 0.0 | 3 | -1 | 3 | 7 | 2 | 2
